Assay outcomes deposited in PubChem by several laboratories.
WT yeast gro inh: growth inhibition of WT yeast, mitochondrial fusion screen. 2.1% of 190,000 active. inhibition, % at 10 µM. mitochondrial fusion phenotypic screen, WT strain; in the data active = inhibition above about 58%; tested in S. cerevisiae
TNAP activators: human TNAP enzyme activators, primary screen, biochemical, luminescent, no phosphate acceptor, uHTS (AID 1001) | purified TNAP, luminescent activation assay, no phosphate acceptor; higher activation fold means a stronger effect | one-dose activation fold at 20 µM; EC50 in µM for titrated hits | 0.03% of 200,000 active; in the data active = activation fold from about 3, or a potency from the dose series; inactive = the rest, 99 in 100 with activation fold below about 1.6; also: many of its hits are not listed in these tables
ER stress rescue: rescue of cells from ER stress-induced death, primary screen, 384-well, CSM14.1, thapsigargin, ATP luminescence (AID 1222). 190,000 tested, under 10 active. one-dose cellular ATP content (survival), % at 20 µM; EC50 in µM for titrated hits. CSM14.1 thapsigargin-induced death rescue, ATP luminescence; higher % means a stronger effect;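 active = EC50 below 50 µM in the dose-response confirmation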;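 also: death triggered by thapsigargin at about 15 µM added after 2 h compound pretreatment; cell ATP read after overnight thapsigargin exposure of roughly 18 to 22 hours; normalized against plate controls of thapsigargin alone and 5% DMSO vehicle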
human PMI inhibitors: human PMI inhibitors, high substrate, primary screen, biochemical, fluorescence intensity, high mannose 6-phosphate (AID 1220). recombinant PMI enzyme, coupled fluorescence intensity; higher % means a stronger effect. 0.66% of 190,000 active. inhibition, % at 20 µM; hits with a dose series show IC50 in µM
K1F lysis inhibition: inhibition of K1F phage lysis, E. coli UTI89, bacterial capsule biogenesis inhibitors, alamar blue (AID 488966) | E. coli UTI89 K1F phage lysis, alamar blue, 2 h; higher % means a stronger effect | one-dose inhibition, % at 100 µM; IC50 in µM for titrated hits | 0.02% of 340,000 active;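 active = phage lysis inhibition, versus mean bacterial control, above a set limit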;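 also: capsule biogenesis inhibitors block K1F phage lysis so surviving cells raise fluorescence; higher fluorescence means more inhibition of phage lysis; actives were called in the ten point dose series up to 300 µM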
M1AAP inhibition: malaria alanyl aminopeptidase activity blockers – biochemical, fluorogenic H-Leu-NHMec substrate, 1536-well (AID 1445). recombinant M1AAP, H-Leu-NHMec fluorogenic kinetic assay; higher % means a stronger effect. inhibition, % at 30 µM; hits with a dose series show IC50 in µM. 0.42% of 220,000 active;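 active = primary inhibition above the hit cutoff, then over 50% inhibition at one or more dose response concentrations, cut at about 23% in these data, passing the limit was not always enough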;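 also: plate controls were DMSO full reaction for no effect and no enzyme background for full effect; strong numbers were not always called active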
Lipid droplet: hepatic lipid droplet formation modulation | AML12 mouse hepatocytes, oleate lipid droplets, BODIPY imaging | inhibition, % at 6.5 µM | 0.4% of 240,000 active;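 active = lipid droplet intensity inhibited by at least 50%, with more than 500 cells counted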
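Technique: fluorescence imaging, 20x objective, two fields per well / Assay system: AML12 hepatocytes (mouse) / Measure: % inhibition of lipid droplet signal / Doses: 6.5 µM single-point dosing / Incubation: overnight exposure / Reagent: 100 µM oleic acid challenge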
Myeloid diff MLP: myeloid differentiation induction; ER-HoxA9 myeloid progenitors, lysozyme-GFP differentiation, flow cytometry; calls only at 10 µM; 1% of 360,000 active; AID 624256;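 active = normalized GFP-positive differentiation at or above the plate's own cutoff, the solvent-only control mean plus 3 SD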;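 also: cells exposed to compound for four days before flow analysis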
PMI inhibitors: MPI enzyme activity inhibition – biochemical, fluorescence intensity, coupled assay, primary screen (AID 1209); one-dose inhibition, % at 20 µM; IC50 in µM for titrated hits; 0.42% of 190,000 active; purified PMI enzyme, coupled fluorescence intensity; higher % means a stronger effect;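 also: plate controls were DMSO vehicle for no effect and wells lacking substrate for full effect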
WT yeast gro inh mutant strain: further read-out of WT yeast gro inh, marked with its call; inhibition, %; mitochondrial fusion phenotypic screen, mutant strain inhibition
Lipid droplet cells 6.5 µM: second read-out of Lipid droplet, no call of its own (marks repeat the call); cell count; measured here: cell count, cytotoxicity flag;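 cells counted across two imaged fields per well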
Myeloid diff MLP GFP+ MAC1+ %: second read-out of Myeloid diff MLP, no call of its own (marks repeat the call); GFP+ MAC1+ double positive, %; measured here: differentiation confirmed by MAC1 staining
Numbers without * were called inactive; i = inactive; / = not tested or not shown; & = joins results of further samples; [ ] = another dose, or the depositor's remark. Rule as the data show it, unless noted: active = inhibition above about 50%; inactive = the rest.

SMILES	WT yeast gro inh	WT yeast gro inh mutant strain	TNAP activators	ER stress rescue	human PMI inhibitors	K1F lysis inhibition	M1AAP inhibition	Lipid droplet	Lipid droplet cells 6.5 µM	Myeloid diff MLP	Myeloid diff MLP GFP+ MAC1+ %	PMI inhibitors
CC(Oc1ccc(C(=O)c2ccccc2)cc1)C(=O)Nc1ccc(S(N)(=O)=O)cc1 (stereo unspecified)	-7	-9	1.2	-1.5%	-1%	-0.9%	13%	8	671	i	0.6	0%
O=C(OCCN(C1=NS(=O)(=O)c2ccccc21)c1ccc(Cl)cc1)c1ccco1	11	8	1.1	3.6%	0%	-0.6%	-2%	/	/	i	1.3	2%
COc1ccc(N2CCN(C(=O)c3ccc4ccccc4n3)CC2)cc1	19	20	1.1	1.4%	3%	-0.1%	-1%	5	663	i	0.3	5%
COc1ccc(-n2c(C)cc(/C=C(\C#N)C(=O)NCc3ccco3)c2C)cc1	-11	0	1	-0.3%	-20%	3.5%[50 µM]	9%	14	705	i	0.9	-6%
CCOC(=O)c1c(C)nc(C)c2c(=O)oc3ccccc3c12	5	-2	1.1	1.1%	-8%	0.2%	-1%	-8	697	i	0.1	-7%
CCn1c(CCNC(=O)c2cccs2)nnc1SCC(=O)Nc1nc(-c2ccccc2)cs1	-12	-8	1	2.1%	10%	-0.2%	-1%	3	642	i	0.3	8%
COCCn1c(C)cc(C(=O)COC(=O)c2ccc3ncsc3c2)c1C	-7	2	1.1	-2.6%	9%	1.3%	8%	2	777	i	1.4	14%
CNC(=O)COC(=O)c1cc(-c2ccc(OC)cc2)nc2ccccc12	11	-3	1	-1.8%	1%	0.1%	0%	14	646	i	0.9	-3%
CC(C)Oc1ccc(C(=O)NCC(=O)OCC(=O)N(C)Cc2cccs2)cc1	-22	-2	1	-0.6%	-1%	0.5%	2%	-28	485	i	0.2	-3%
COc1cc(C#N)c(N=C(SCC#N)N2CCOCC2)cc1OC	-6	3	1.1	-0.9%	15%	1.6%	-4%	10	674	i	0.9	11%
COc1cc(OC)c(S(=O)(=O)NCc2cccnc2)cc1NC(C)=O	19	6	1.1	2.6%	-4%	-0.3%	-3%	-14	698	i	0.2	-6%
CCNC(=S)NNC(=O)c1cc(-c2ccc(OC)cc2)nc2ccccc12	68*	64*	2.3	-3.3%	-12%	i	-8%	-3	711	i	1.0	-8%
CCCCCc1nc(-c2nonc2N)no1	7	-1	1	-2.2%	0%	0.2%	2%	/	/	i	1.1	-3%
CCOC(=O)c1cc2c(ccn2C)n1CC(=O)Nc1ccc(F)cc1	-18	-5	1.1	0.0%	43%	0.0%	/	0	649	i	0.4	7%
Cc1ccn(-c2ccc([N+](=O)[O-])cc2)n1	6	-26	1	0.6%	3%	0.7%	6%	-20	637	i	0.6	4%
O=c1c2c(-c3cccs3)csc2ncn1-c1ccccc1	-1	7	1	0.0%	-7%	6.1%	0%	-11	739	/	/	-7%
Cc1cc(C)n(CC(=O)NN)n1	-10	-6	1.1	-0.6%	-7%	1.2%	1%	-4	638	i	0.2	-12%
COCCNC(=O)C1CC(=O)N(c2ccc(OC)cc2)C1c1ccc(OC)cc1 (stereo unspecified)	-9	24	1.1	-1.0%	0%	0.4%	15%	22	776	i	0.4	-7%
CN1/C(=C\C(=S)Nc2ccccc2)C(C)(C)c2ccccc21	61*	34*	0.8	1.7%	4%	6.2%	2%	-6	714	i	0.4	18%
C=CCN1C=C2C(=O)C(C)(OC(=O)C3CCCC3)C(=O)C(c3ccccc3)=C2C=C1CCCC(=O)OC (stereo unspecified)	/	/	/	/	/	-0.7%	2%	2	696	i	4.2	/
Cc1noc(COc2ccccc2OCC(N)=O)c1Cl	10	10	1.2	2.5%	11%	0.1%	-3%	/	/	i	0.6	14%
CC1(c2ccccc2)NC(=O)N(CC(=O)N2CCOCC2)C1=O (stereo unspecified)	-10	-7	1.1	-0.4%	4%	-0.5%	-2%	/	/	i	2.1	5%
CCc1nc2cc(CC(=O)O)ccc2o1	-10	-14	1.1	-1.2%	-1%	0.3%	5%	/	/	i	0.9	-1%
CC12CN(C(=O)c3ccco3)CC(c3ccccc3)(CN(C(=O)c3ccco3)C1)C2=O	-6	5	1.2	-2.5%	-1%	8.8%	10%	24	765	i	0.8	-3%
CC1=C2C(=O)OC(c3ccoc3)C2(C)CCC1 (stereo unspecified)	4	3	1.1	0.5%	4%	0.0%	2%	1	710	i	0.5	10%

Reprinted at random: 3 compounds from above
SMILES	WT yeast gro inh	WT yeast gro inh mutant strain	TNAP activators	ER stress rescue	human PMI inhibitors	K1F lysis inhibition	M1AAP inhibition	Lipid droplet	Lipid droplet cells 6.5 µM	Myeloid diff MLP	Myeloid diff MLP GFP+ MAC1+ %	PMI inhibitors
CCn1c(CCNC(=O)c2cccs2)nnc1SCC(=O)Nc1nc(-c2ccccc2)cs1	-12	-8	1	2.1%	10%	-0.2%	-1%	3	642	i	0.3	8%
CCc1nc2cc(CC(=O)O)ccc2o1	-10	-14	1.1	-1.2%	-1%	0.3%	5%	/	/	i	0.9	-1%
O=C(OCCN(C1=NS(=O)(=O)c2ccccc21)c1ccc(Cl)cc1)c1ccco1	11	8	1.1	3.6%	0%	-0.6%	-2%	/	/	i	1.3	2%

Look-ups from the list.
CC12CN(C(=O)c3ccco3)CC(c3ccccc3)(CN(C(=O)c3ccco3)C1)C2=O in TNAP activators: 1.2
Cc1noc(COc2ccccc2OCC(N)=O)c1Cl in M1AAP inhibition: -3%
CCOC(=O)c1cc2c(ccn2C)n1CC(=O)Nc1ccc(F)cc1 in WT yeast gro inh: -18
CNC(=O)COC(=O)c1cc(-c2ccc(OC)cc2)nc2ccccc12 in TNAP activators: 1

Back to the main list; the two compounds before the break are reprinted first.
SMILES	WT yeast gro inh	WT yeast gro inh mutant strain	TNAP activators	ER stress rescue	human PMI inhibitors	K1F lysis inhibition	M1AAP inhibition	Lipid droplet	Lipid droplet cells 6.5 µM	Myeloid diff MLP	Myeloid diff MLP GFP+ MAC1+ %	PMI inhibitors
CC12CN(C(=O)c3ccco3)CC(c3ccccc3)(CN(C(=O)c3ccco3)C1)C2=O	-6	5	1.2	-2.5%	-1%	8.8%	10%	24	765	i	0.8	-3%
CC1=C2C(=O)OC(c3ccoc3)C2(C)CCC1 (stereo unspecified)	4	3	1.1	0.5%	4%	0.0%	2%	1	710	i	0.5	10%
O=C(NCCCn1ccnc1)c1cn(-c2ccccc2)nc1-c1ccc(F)cc1	8	5	1.2	-1.0%	7%	2.7%	-7%	/	/	i	2.1	-4%
O=C(C1CCN(CC2CC=CCC2)CC1)N(CCc1ccccc1)Cc1ccccc1 (stereo unspecified)	-5	17	1.2	-0.2%	-5%	5.3%	5%	0	699	i	1.2	1%
O=C(CCN1C(=O)c2ccccc2C1=O)N1CCN(Cc2ccc(Cl)cc2Cl)CC1	8	1	1.2	0.4%	12%	-0.3%	10%	/	/	i	2.0	8%
COc1cccc(C2(O)CC(C(F)(F)F)=NN2C(=O)c2ccccn2)c1 (stereo unspecified)	-15	-4	1.2	0.7%	28%	0.4%	/	-21	714	i	0.1	34%
CNC(=S)NNC(=O)Cc1ccc(O)cc1	0	16	0.9	-3.8%	0%	0.2%	1%	-4	651	i	0.0	3%
COc1ccc(Nc2nc(C(=O)N(CCO)Cc3ccccc3)cs2)cc1	-15	-11	1.1	1.8%	23%	i	1%	15	714	i	0.2	19%
O=C(CN1C(=O)COc2ccccc21)NCCN1CCc2ccccc2C1	-3	-13	1.1	-3.3%	-17%	1.8%[50 µM]	3%	10	763	i	1.7	-8%
O=C(Cn1nc(Cc2cccnc2)c2ccccc2c1=O)Nc1ccc2c(c1)OCO2	9	9	1	/	8%	-3.0%	3%	-8	653	i	3.8	18%
O=C(NCCc1ccc(Cl)cc1)C1CCN(C(=O)c2sccc2-n2cccc2)CC1	6	-19	1.2	0.0%	6%	0.1%	2%	-22	729	i	0.6	8%
COc1ccc(S(=O)(=O)N2CCCOC2CNC(=O)C(=O)NCCCn2ccnc2)cc1 (stereo unspecified)	6	3	1.1	/	-10%	0.2%	7%	-10	720	i	0.8	-5%
CC(C)(C)Nc1scc(-c2ccccc2)[n+]1-c1ccccc1	4	3	1.1	-0.7%	-10%	-0.1%	0%	10	705	i	0.4	-12%
CN(C)CCCNC(=O)c1cc(C(=O)Cc2ccccc2)c[nH]1	4	5	1	2.5%	-5%	0.5%	-1%	10	714	i	0.1	-4%
C/C(=C(/NC(=O)c1ccccc1)C(=O)O)c1ccco1	-9	-15	1.1	-1.1%	-2%	2.6%	2%	-3	639	i	0.0	-21%
CCNC(=S)N1CCN(C(c2ccccc2)c2ccccc2)CC1	51	32	1.1	-1.7%	19%	7.8%	4%	-7	609	i	1.5	20%
C=CCc1ccccc1OCC(O)CN1CCN(Cc2ccc3c(c2)OCO3)CC1 (stereo unspecified)	20&45	38&39	1.1&1	-0.6%	-3%&-5%	0.1%&0.0%	11%&-2%	1&0	651&672	i	1.2&0.6	0%&-13%
COCC(=O)Nc1nnc(SCC(=O)NCc2cccs2)s1	11	3	1.1	1.4%	14%	1.6%	-4%	/	/	i	1.0	9%
CCOc1ccc(S(=O)(=O)N(C)c2ccc(OCC(=O)Nc3nc(-c4cc(OC)ccc4OC)cs3)cc2)cc1	6	14	1.1	0.6%	9%	-0.1%[50 µM]	3%	-1	670	i	0.4	17%
CCOC(=O)CSc1n[nH]c(NC(=O)NC(C)C)n1	10	12	1	-2.9%	-4%	0.5%	-1%	-7	685	i	0.2	0%
Cc1c(NC(=S)N2CCN(c3cccc(Cl)c3)CC2)c(=O)n(-c2ccccc2)n1C	14	18	1	-2.1%	-12%	-2.8%	-3%	-14	509	i	0.4	-12%
COc1ccc(S(=O)(=O)N2CCCCCC2)cc1C(=O)OCC(=O)NCC(C)C	-8	-23	1.1	-3.9%	7%	1.0%	2%	1	738	i	0.2	14%
COc1ccc(NC2=C(NCCO)C(=O)c3ccccc3C2=O)cc1	1	-7	0.9	-1.2%	45%	2.9%	-2%	-34	671	i	1.4	8%
CCC(=O)N/C=C/n1cnc2cc(C(F)(F)F)ccc21	-19	-9	1.1	-1.9%	-8%	5.3%	12%	/	/	i	1.1	-5%
